APE1 inh: blocks human APE1 abasic DNA cleavage. P27695. recombinant APE1, TAMRA/BHQ-2 abasic DNA cleavage fluorescence. Potency, µM (highest dose often 65.8 µM), for inactives: at the highest dose activity change, negative = inhibition, actives largely listed as inhibitors. 350,000 compounds, 0.35% hits. AID 2517;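 also: plate controls were vehicle for no effect and reference inhibitor for full effect; nearly all actives have a fitted effect of over 55% in size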
Target sequence (P27695 whole entry, looked up): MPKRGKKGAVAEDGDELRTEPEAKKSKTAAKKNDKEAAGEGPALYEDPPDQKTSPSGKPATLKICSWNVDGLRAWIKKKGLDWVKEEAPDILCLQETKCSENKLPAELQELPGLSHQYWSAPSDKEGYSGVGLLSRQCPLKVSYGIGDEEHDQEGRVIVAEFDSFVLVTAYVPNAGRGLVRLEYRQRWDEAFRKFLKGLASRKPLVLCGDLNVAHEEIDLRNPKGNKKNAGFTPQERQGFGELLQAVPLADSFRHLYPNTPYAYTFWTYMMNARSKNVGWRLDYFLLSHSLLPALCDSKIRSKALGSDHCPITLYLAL
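Quantitative HTS: incision of a TAMRA/BHQ-2 double-stranded substrate bearing a tetrahydrofuran abasic site by 0.75 nM APE1 raises fluorescence. Substrate 50 nM final, added after 15 min compound preincubation at room temperature; progress as third-minus-first kinetic read difference.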
POLI inh: blocks human DNA polymerase iota activity. Q9UNA4. Pol iota fluorescent replication assay, 10 min. Potency, µM (series often up to 115 µM), for inactives: at the top dose activity, negative = inhibition, actives largely listed as inhibitors. 390,000 compounds, 1% hits
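Fluorescent replication assay read twice, at 0 min and 10 min after adding 50 nM (final) substrate. Enzyme (10 nM) and compounds were first incubated 15 min at room temperature; enzyme-free buffer wells were negative controls.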
POLB inh: inhibitors of human DNA polymerase beta; Pol beta primer extension/strand displacement, fluorescence kinetic; AID 485314; 340,000 compounds, 1.3% hits; Potency, µM (doses to about 114 µM), without a hit: at the top dose activity change, negative = inhibition, usual class: inhibitors; also: % is scaled to controls: 0 for no effect and ±100 for the full control effect
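Curves were derived by four-parameter Hill fits of normalized qHTS data. The kinetic fluorescent primer-extension read was taken at 0 and 10 min after 50 nM substrate, following a 15 min room-temperature preincubation of 10 nM enzyme with compounds.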
G9a inh: blocks human histone lysine methyltransferase G9a | Potency, µM (highest dose often 102 µM), without a hit: at the highest dose activity, negative = inhibition, actives largely listed as inhibitors | G9a H3K9 monomethylation, AlphaScreen, 2 h | 350,000 compounds, 8.8% hits | Q96KQ7; also: % is scaled to controls: 0 for no effect and ±100 for the full control effect; nearly all actives have a fitted effect of over 75% in size
Target sequence (Q96KQ7 913-1193 limits assumed): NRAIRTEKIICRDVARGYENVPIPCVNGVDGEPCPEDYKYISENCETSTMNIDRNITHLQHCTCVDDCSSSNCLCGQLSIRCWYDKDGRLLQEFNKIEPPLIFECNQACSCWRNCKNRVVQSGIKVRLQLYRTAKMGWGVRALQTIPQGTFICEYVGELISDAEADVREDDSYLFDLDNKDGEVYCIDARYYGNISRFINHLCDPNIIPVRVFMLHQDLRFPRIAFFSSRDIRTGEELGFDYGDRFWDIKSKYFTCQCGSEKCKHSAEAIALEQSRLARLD
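Step 1: enzyme (final 20 nM) with compound, 15 min RT. Step 2: substrate peptide 500 nM and SAM 20 uM, 2 h RT. Step 3: anti-H3K9me1 antibody and AlphaScreen beads, 10 min, then plate read.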
Pol kappa inh: inhibitors of human DNA polymerase kappa. Q9UBT6. purified Pol kappa, fluorescent DNA synthesis assay, 10 min. Potency, µM (doses to about 107 µM), inactives show at the top dose activity, negative = inhibition, hits mostly inhibitors. 400,000 compounds, 0.53% hits; also: % is scaled to controls: 0 for no effect and ±100 for the full control effect
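Enzyme at 10 nM met test compounds for 15 min at room temperature. Substrate addition (50 nM final) began the reaction, which was monitored by fluorescence at 0 and 10 min.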
BLM helicase inh: inhibitors of human Bloom syndrome helicase BLM | AID 2528 | P54132 | 350,000 compounds, 0.2% hits | Potency, µM (highest dose often 56.1 µM), without a hit: at the highest dose activity change, negative = inhibition, actives largely listed as inhibitors | recombinant BLM DNA unwinding, fluorescence dequenching;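 also: plate controls were vehicle for no effect and no enzyme for full effect; nearly all actives have a fitted effect of over 35% in size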
BAZ2B inh: BAZ2B (human) inhibition. Q9UIF8. AlphaScreen BAZ2B-H3K14Ac peptide displacement. Potency, µM (series often up to 114 µM), for the others: at the highest dose activity change, negative = inhibition, most hits filed as inhibitors. 360,000 compounds, 4.4% hits. AID 504333; also: % is scaled to controls: 0 for no effect and ±100 for the full control effect; nearly all actives have a fitted effect of over 60% in size
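Complex of BAZ2B and biotin-H3K14Ac (50 nM apiece) forms over 30 min at RT, then faces library compounds up to 110 uM for another 30 min; AlphaScreen beads added, 20 min dark incubation, luminescence read.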
POLH inh: blocks human DNA polymerase eta activity; Q9Y253; recombinant Pol eta, fluorescent DNA replication assay; Potency, µM (titrated, usually from 114 µM), without a hit: at the highest dose activity change, negative = inhibition, most hits filed as inhibitors; 390,000 compounds, 1.2% hits; AID 588591; also: % is scaled to controls: 0 for no effect and ±100 for the full control effect
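Pol eta (10 nM) was preincubated with compounds for 15 min at room temperature, after which fluorescent replication substrate (50 nM final) was added to start the reaction. Fluorescence was read kinetically at 0 and 10 min.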
JMJD2A Tudor: blocks the human JMJD2A Tudor domain. 390,000 compounds, 4.4% hits. Potency, µM (top dose mostly 114 µM), inactives show at the top dose activity change, negative = inhibition, most hits filed as inhibitors. AlphaScreen JMJD2A-Tudor / H3K4me3 peptide binding. O75164; also: % is scaled to controls: 0 for no effect and ±100 for the full control effect; nearly all actives have a fitted effect of over 50% in size
The depositor's hits bear a star; ? = inconclusive; . = not tested or not shown; [ ] = remark or other dose. Calls follow the shape of the dose curve; as a rule, active = well fitted curve in the direction sought with a large enough effect; inconclusive = small, poorly fitted or top-dose-only effect, or another doubt; inactive = no such curve, though single readings can be large; an effect the other way counts as inactive or inconclusive. Potency is read from the fitted curve at half-maximal effect. The list is partial; rates above refer to the full screens.

| Molecule | APE1 inh | POLI inh | POLB inh | G9a inh | Pol kappa inh | BLM helicase inh | BAZ2B inh | POLH inh | JMJD2A Tudor |
| --- | --- | --- | --- | --- | --- | --- | --- | --- | --- |
| Cc1cc(N2CCN(C)CC2)nc2ccc(NC(=S)N3CCCCCC3)cc12 | -7.5% | 26.9% | -0.2% | 56.2µM* | -0.8% | -8.4% | -33.7% | -15.3% | -34.5% |
| CCC(=O)NCCc1cc2cc(C)c(C)cc2[nH]c1=O | 19.3% | 29.8% | 1.8% | -0.3%[12.7 µM] | -4.4% | 1.8% | 9.6% | 0.4% | -8.1% |
| Cc1n[nH]c(=O)nc1NCc1ccccc1Cl | -0.3% | 8.6% | 95.0% | ? | 2.5% | 0.4% | -2.3% | -8.1% | -9.4% |
| C=CCCCCCCCCC(=O)NNC1CC(=O)N(c2ccccc2)C1=O (stereo unspecified) | 2.8% | -5.1% | ? | 11.5% | -14.2% | -1.0% | 5.2% | 26.9% | -11.4% |
| Cc1ccc(-n2ccc(=O)c(-c3ccnc(SCc4cccc(Cl)c4)n3)n2)cc1 | -6.4% | ? | -7.0% | -9.0%[59 µM] | -10.5% | -9.5% | 23.3% | ? | -25.3% |
| O=C1N/C(=N\N=C\c2cccs2)SC1Cc1ccc(Cl)cc1 (stereo unspecified) | 16.6% | 12.4% | 38.8% | 38.0%[59 µM] | -6.8% | 2.3% | -2.6% | -6.9% | -16.2% |
| Cc1cccc(Nc2ccc(C(=O)O)cc2[N+](=O)[O-])c1C | 4.2% | 104.0%[activator] | ? | -21.6% | -0.1% | -2.6% | -23.8% | -4.2% | -14.9% |
| O=C(N/N=C/c1c(O)n(-c2ccccc2Cl)c(=O)c2ccccc12)C1COc2ccccc2O1 (stereo unspecified) | -3.9% | 39.3%[activator] | -1.6% | -18.4% | -31.5% | -0.9% | -0.6% | -15.1% | ? |
| Cc1cc(C(=O)COc2ccc(Cl)cc2Br)c(C)n1C | -7.1% | 10.3% | -7.0% | -50.4% | -22.1% | -12.5% | -36.5% | -2.8% | ? |
| COc1cccc(/C=N/NC(=O)Cn2nc([N+](=O)[O-])cc2C)c1 | 1.7% | 138.3%[activator] | 2.5% | . | -7.6% | 1.3% | 0.1% | -17.4% | 4.3% |
| CC(C)OCCCNC(=O)c1ccccc1Oc1ccccc1 | 6.8% | 20.4% | 9.0% | -17.2% | -2.7% | -6.3% | 3.1% | -6.9% | 4.5% |
| Cc1ccc(C(=O)Nc2ccccc2C(=O)O)cc1NC(=O)COc1c(C)cccc1C | -1.9% | 31.8% | ? | 24.5%[12.7 µM] | -2.0% | -0.1% | 79.4µM* | -28.6% | -7.5% |
| CCCC(=O)NCc1cc(-c2nn(C)c(=O)c3ccccc23)ccc1OC | 5.9% | 87.4%[activator] | 17.3% | -25.2% | -3.6% | -1.5% | ? | -6.3% | -4.5% |
| Cc1cc(=O)oc2cc(NC(=O)C3COc4ccccc4O3)ccc12 (stereo unspecified) | 0.6% | -29.6% | ? | -23.1%[12.7 µM] | -15.9% | -6.0% | ? | -10.4% | -20.9% |
| C[C@H](CO)N1C[C@H](C)[C@@H](CN(C)Cc2ccncc2)Oc2c(NS(=O)(=O)c3cccs3)cccc2C1=O | 12.1% | 21.3% | . | . | -2.9% | . | . | -21.6% | -7.9% |
| CC(C)N1CCc2c(sc(NC(=O)c3cc4cc([N+](=O)[O-])ccc4s3)c2C(N)=O)C1 | -3.6% | 26.4% | -22.2% | 39.8µM* | -27.1% | ? | 39.8µM* | -19.1% | ? |
| Nc1c(NC(=O)CC[n+]2ccccc2)cccc1[N+](=O)[O-] | 0.1% | -6.1% | -26.1% | 2.8%[59 µM] | -1.5% | -9.4% | -1.8% | -3.3% | -3.4% |
| Cc1ccc(C(=O)N2CCN3C(=O)c4ccccc4C23c2ccc(Cl)cc2)cc1 (stereo unspecified) | 16.7% | -1.2% | 3.1% | -20.3%[59 µM] | -7.7% | -9.8% | -7.8% | -17.6% | -23.8% |
| CC(=O)Nc1ccc(-c2nnn(CC(=O)c3ccc(F)cc3)n2)cc1Cl | -6.9% | ? | -1.2% | 33.6%[59 µM] | 1.7% | -4.6% | -0.2% | -4.3% | -14.3% |
| CC(=O)N1CCCc2cc(S(=O)(=O)N3CCCC(C(=O)Nc4cccc(Cl)c4C)C3)ccc21 (stereo unspecified) | . | 2.5% | 2.5% | 5.5%[59 µM] | -0.8%[60.1 µM] | -5.1% | -1.3% | 9.7% | -6.5% |
| COc1ccc(NC(=O)C2CCCCN2S(=O)(=O)c2ccc(F)cc2)cc1 (stereo unspecified) | 7.7% | ? | 4.1% | ? | -4.7% | -4.5% | -2.8% | -19.6% | -17.6% |
| Cc1ccc2[nH]c(=O)c(CN(Cc3cccs3)Cc3nnnn3CC3CCCO3)cc2c1 (stereo unspecified) | -0.8% | -5.0% | 24.5% | -8.9% | 2.0% | -3.6% | -31.7% | -4.9% | -14.4% |
| C=CCN(CC(=O)O)S(=O)(=O)c1ccccc1C(F)(F)F | 3.4% | 87.6%[activator] | -9.7% | ? | -13.4% | 2.1% | -3.5% | -19.4% | 4.8% |
| COc1ccc2c(c1)[C@H]1[C@H](CO2)[C@H](c2ccccc2)[C@]2(C)C(=O)N(Cc3ccc(C)cc3)CC(=O)N12 | -13.0% | 30.5%[activator] | . | . | -17.0% | . | . | -1.8% | -22.1% |
| CC1=NN(C(=O)c2cccnc2)C(O)(C(F)(F)F)C1 (stereo unspecified) | 1.5% | -9.7% | 29.8% | -35.4% | -17.2% | -3.8% | 14.3% | 4.2% | 2.8% |
| CCN(CC)S(=O)(=O)c1cccc(C(=O)Nc2ccc(Cl)cn2)c1 | -1.2% | 9.9% | -0.3% | 14.1%[59 µM] | -12.2% | -4.9% | -3.7% | 4.2% | -16.2% |
| O=C(NCCN1CCOCC1)C(=O)NCC1OCCN1S(=O)(=O)c1ccc(Br)cc1 (stereo unspecified) | 17.8% | 22.8% | 33.8% | 13.4% | -7.3% | -1.2% | -0.4% | 3.7% | -18.6% |
| Cc1nnc(SCCn2c(N3CCC(C)CC3)nc3c2c(=O)n(C)c(=O)n3C)s1 | . | 106.3%[activator] | . | . | -3.5% | . | . | 6.3% | -23.7% |
| CCn1cc(C(=O)OCC(=O)Nc2cc(Cl)ccc2OC)c(=O)c2ccc(C)nc21 | . | 8.4% | 6.0% | -3.0%[59 µM] | -6.6% | -2.6% | -2.0% | -7.9% | -9.9% |
| CC(C)c1ccc2oc(-c3ccc(Cl)c(NC(=O)c4cccs4)c3)nc2c1 | . | -20.9% | 31.8%[activator] | 5.2%[59 µM] | -7.5% | -2.6% | -11.8% | -10.6% | -8.6% |

(continued)
| Molecule | APE1 inh | POLI inh | POLB inh | G9a inh | Pol kappa inh | BLM helicase inh | BAZ2B inh | POLH inh | JMJD2A Tudor |
| --- | --- | --- | --- | --- | --- | --- | --- | --- | --- |
| COc1ccc(Cl)cc1NC(=O)CN(C)C(=O)CCCNC(=O)c1ccc(Cl)cc1 | 13.1% | 54.1% | . | -10.6%[12.7 µM] | -2.8% | . | 11.2% | -23.0% | -11.8% |
| COc1cccc(CN(C)C(=O)c2cccnc2SC)c1OC | 0.7% | 2.3% | -24.6% | 17.3% | 1.6% | 0.5% | 1.4% | 9.0% | -11.9% |
| COc1ccc(C(=O)Nc2ccc(C(=O)Nc3nccs3)cc2)cc1[N+](=O)[O-] | 0.1% | 23.9% | ? | 0.5%[59 µM] | -17.7% | -20.9% | -2.3% | ? | -29.3% |
| COc1ccc(CNC(=O)C2CC(=O)N(c3ccc(OCC(=O)N4CCCCC4)cc3)C2)cc1 (stereo unspecified) | 6.6% | 4.6% | -1.8% | -38.9%[12.7 µM] | -3.1% | 0.3% | 5.5% | -5.1% | 2.5% |
| CCOc1ccc(C2c3[nH]c4ccccc4c3CCN2C(=O)Cc2cccc(OCC)c2OCC)cc1 (stereo unspecified) | . | 16.2% | ? | -25.2%[59 µM] | -9.1%[60.1 µM] | -13.6% | ? | -12.0% | ? |
| Cc1ccc(CN(C(=O)c2csnn2)C(C(=O)NC2CCCC2)c2ccccn2)cc1 (stereo unspecified) | 5.9%[12.4 µM] | -15.3% | 16.3% | 3.5%[59 µM] | -2.6% | -1.3% | -4.4% | -11.2% | ? |
| CCCCNC(=O)c1nn(-c2ccc(C)cc2)c(=O)n(C)c1=O | . | 4.6% | 8.9% | -4.4%[59 µM] | -2.9%[60.1 µM] | 3.0% | -3.0% | 1.5% | -17.9% |
| Cc1cnc(C(=O)Nc2ccc(C)c(S(=O)(=O)N3CCCCCC3)c2)cn1 | -12.7% | 8.5% | . | ? | -12.5% | . | -8.8% | ? | -30.4% |
| CCc1cccc(NC(=O)CCSCCC(=O)Nc2cccc(CC)c2)c1 | -7.1% | 3.9% | -5.2% | 50.1µM* | -9.5% | -12.3% | -21.7% | -10.5% | -5.7% |
| NNC(=O)CN1C(=O)Nc2ccc(Cl)cc2C1c1ccccc1 (stereo unspecified) | 42.1% | 1.3% | 5.8% | 12.6% | 1.6% | -6.7% | -1.5% | -8.1% | -14.0% |
| CC(C)(C)C(=O)CC(=O)Nc1ccc(Cl)c(N)c1 | 13.7% | 3.0% | 11.5% | -1.2%[59 µM] | -4.7% | -3.4% | . | -10.7% | 1.7% |
| CCSc1nnc(NC(=O)CN(C)S(=O)(=O)c2ccc(F)cc2)s1 | -1.3% | 9.7% | 3.9% | -26.5% | -5.8%[60.1 µM] | 1.2% | -8.3% | -1.4% | -1.1% |

Among those listed so far, 3 have a COOH group:
| Molecule | APE1 inh | POLI inh | POLB inh | G9a inh | Pol kappa inh | BLM helicase inh | BAZ2B inh | POLH inh | JMJD2A Tudor |
| --- | --- | --- | --- | --- | --- | --- | --- | --- | --- |
| Cc1cccc(Nc2ccc(C(=O)O)cc2[N+](=O)[O-])c1C | 4.2% | 104.0%[activator] | ? | -21.6% | -0.1% | -2.6% | -23.8% | -4.2% | -14.9% |
| Cc1ccc(C(=O)Nc2ccccc2C(=O)O)cc1NC(=O)COc1c(C)cccc1C | -1.9% | 31.8% | ? | 24.5%[12.7 µM] | -2.0% | -0.1% | 79.4µM* | -28.6% | -7.5% |
| C=CCN(CC(=O)O)S(=O)(=O)c1ccccc1C(F)(F)F | 3.4% | 87.6%[activator] | -9.7% | ? | -13.4% | 2.1% | -3.5% | -19.4% | 4.8% |

High-throughput results deposited in PubChem by National Center for Advancing Translational Sciences (NCATS).
